# IMPase cell inh – cell-permeable inhibitors of inositol monophosphatase (IMPase) | inhibition (IP1 accumulation), % at 46.1 µM | 120,000 tested, under 10 active | AID 901 | CHO-M1 cells, IP1 accumulation, HTRF TR-FRET ratio | P97697; active = well fitted curve in the direction sought with a large enough effect in the signal ratio, not every such curve was filed as active; inconclusive = small, poorly fitted or top-dose-only effect, or a change in a side signal; inactive = no such curve, though single readings can be large or run the other way; the % refers to the signal ratio;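 also: cells stimulated with carbachol in lithium chloride buffer; plate controls were DMSO basal wells for no effect and reference inhibitor wells for full effect; higher means more IMPase inhibition seen as more IP1 and lower FRET ratio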
# Target sequence (P97697 whole entry, looked up): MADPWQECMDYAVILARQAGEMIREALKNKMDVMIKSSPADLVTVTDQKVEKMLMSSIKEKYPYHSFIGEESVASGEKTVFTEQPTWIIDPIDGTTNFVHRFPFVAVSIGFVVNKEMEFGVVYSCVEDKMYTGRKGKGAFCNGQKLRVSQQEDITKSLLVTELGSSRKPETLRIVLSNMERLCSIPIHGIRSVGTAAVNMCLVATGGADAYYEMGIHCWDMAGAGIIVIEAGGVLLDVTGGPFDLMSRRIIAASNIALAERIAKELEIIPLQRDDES
#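 Cellular IMPase inhibition is scored as a rise in cytosolic IP1, detected by competitive TR-FRET between d2-labelled IP1 and a europium anti-IP1 antibody. M1-expressing CHO cells were stimulated with carbachol for 30 min at 37C, with lithium (50 mM LiCl) present in the buffer.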
# ALOX15B inhib – 15-hLO-2 (ALOX15B) enzyme inhibition | 0.56% of 110,000 active | O15296 | purified 15hLO-2, xylenol orange hydroperoxide absorbance | Potency, µM (titrated, usually from 57.1 µM), for the others: top-dose activity change, negative = inhibition, actives largely listed as inhibitors; also: potency is read from the fitted curve at half-maximal effect; nearly all actives have a fitted effect of over 60% in size; many of its hits are not listed in these tables
#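 Enzyme 50 nM, AA 45 uM, 25 mM Hepes pH 7.5 + 0.01% Triton X-100; cpd preinc 15 min RT, rxn 90 min RT; stop/detect with 200 uM XO + 300 uM Fe(II) in 50 mM H2SO4, 30 min; A573/A405.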
# PNC assembly inh – inhibitors of perinucleolar compartment assembly | PC3M PTB-GFP, PNC prevalence imaging, 16 h; active compounds read low | 3.1% of 140,000 active | activity change (PNC), negative = inhibition, % at 10 µM;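 active = readout at or below -70, meaning at least 70% loss of cells showing the perinucleolar compartment, a nuclear body marking cancer cells; inconclusive = readout between -30 and a set limit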;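 also: plate controls were DMSO wells for no effect and camptothecin positive control wells for full effect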
#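 PC3M cells stably expressing PTB-GFP, 750–1000 cells/well, treated 16 h at 37 °C with compound (23 nl of library stock), in duplicate. After paraformaldehyde fixation and Hoechst stain, imaged at 20x; PNC prevalence scored by image analysis.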
# ALOX12 inhib – blocks human 12-lipoxygenase activity; P18054; purified 12-hLO, xylenol orange hydroperoxide absorbance; Potency, µM (doses to about 57.1 µM), for inactives: top-dose activity change, negative = inhibition, actives largely listed as inhibitors; 0.12% of 150,000 active; AID 1452; also: potency is read from the fitted curve at half-maximal effect; nearly all actives have a fitted effect of over 55% in size; many of its hits are not listed in these tables
# Target sequence (P18054 whole entry, looked up): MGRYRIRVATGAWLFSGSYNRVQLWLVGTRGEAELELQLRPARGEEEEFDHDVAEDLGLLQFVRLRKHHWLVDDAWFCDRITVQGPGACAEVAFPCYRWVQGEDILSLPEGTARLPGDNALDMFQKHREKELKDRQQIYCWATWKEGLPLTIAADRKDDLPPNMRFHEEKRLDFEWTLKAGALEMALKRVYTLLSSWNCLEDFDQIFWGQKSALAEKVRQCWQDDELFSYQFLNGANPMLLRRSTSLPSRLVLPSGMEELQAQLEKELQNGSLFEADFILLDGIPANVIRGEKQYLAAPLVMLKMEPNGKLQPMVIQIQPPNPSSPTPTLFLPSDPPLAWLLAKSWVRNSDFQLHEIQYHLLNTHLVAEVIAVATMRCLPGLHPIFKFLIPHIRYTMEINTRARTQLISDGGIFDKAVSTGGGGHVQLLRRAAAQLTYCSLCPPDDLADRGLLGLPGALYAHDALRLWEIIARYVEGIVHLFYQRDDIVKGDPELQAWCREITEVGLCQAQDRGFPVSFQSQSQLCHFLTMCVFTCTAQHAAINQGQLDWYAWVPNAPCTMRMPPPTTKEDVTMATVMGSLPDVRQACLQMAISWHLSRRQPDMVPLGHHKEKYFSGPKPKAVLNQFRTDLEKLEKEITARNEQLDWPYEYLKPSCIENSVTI
#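 Hydroperoxide formation by human 12-lipoxygenase from 40 uM arachidonic acid was followed colorimetrically via ferric-xylenol orange complex, using the 573/405 nm absorbance ratio. Enzyme concentration was 150 nM, with 30 min reaction at room temperature.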
# Active calls of the source: *; ? = inconclusive; . = no result given; & = joins results of further samples; [ ] = dose if it differs, or a comment. Unless noted, calls follow the shape of the dose curve; as a rule, active = well fitted curve in the direction sought with a large enough effect; inconclusive = small, poorly fitted or top-dose-only effect, or another doubt; inactive = no such curve, though single readings can be large; an effect the other way counts as inactive or inconclusive. Unless noted, % is scaled to controls: 0 for no effect and ±100 for the full control effect. An excerpt. The share of hits here may be higher or lower than overall.
# Each structure is followed by: IMPase cell inh	ALOX15B inhib	PNC assembly inh	ALOX12 inhib
[1] O=C(COn1nnc2ccccc21)NCC1CCCCC1
    -6	0%	0	0%
[2] Cc1cc(C)nc(NS(=O)(=O)c2ccc(N3C(=O)c4ccccc4C3=O)cc2)n1
    .	.	-14	3%
[3] Cc1nc(-c2ccccc2)nc2[nH]c(-c3ccccc3)cc(=O)c12
    5	-5%	-1	-3%
[4] CCC(Cl)CC(Cl)C(Cl)C(Cl)C(Cl)C(C)Cl (stereo not given)
    .	2%	.	-3%
[5] COc1ccc(-c2cc3ccc(OCc4nn[nH]n4)cc3oc2=O)cc1
    ?	.	-119*	-5%
[6] COc1cccc(CNC(=O)CCS(=O)(=O)c2cccc3nsnc23)c1
    -5	-6%	?	-3%
[7] O=[N+]([O-])c1ccc(Sc2n[nH]c(-c3ccccc3)n2)nc1
    -3	5%	8	-9%
[8] CN(CCOC(=O)c1cccc(F)c1)Cc1ccccc1
    .	.	?	1%
[9] CCOC(=O)C(=Cc1ccc(OCc2ccc([N+](=O)[O-])cc2)c(OC)c1)C(=O)OCC
    5	-8%	?	2%
[10] Cn1nc(C(F)(F)F)c(/C=N/OC(=O)c2ccccc2Cl)c1SCc1ccccc1Cl
    16	4%	-28	3%
[11] N[C@H](C(=O)O)c1cccc(O)c1
    ?	19%&32%	.	3%&15%
[12] C/C(=C\c1ccccc1)C(=O)NC1CCSC1=O (stereo not given)
    -2	-6%	32	10%
[13] Cc1sc2nc(CN(C(=O)NC3CCCCC3)C3CCCC3)[nH]c(=O)c2c1C
    -3	.	-10	7%
[14] CCCc1nnc(SCC(=O)N2CCCC(C)C2)n1CCCOC (stereo not given)
    -7	1%	7	1%
[15] CCOC(=O)N1CCN(C(=O)c2ccc(Cl)c(S(=O)(=O)Nc3ccccc3)c2)CC1
    11	-5%	?	0%
[16] COc1cc2c(cc1NC(=O)C(C)Sc1cccc[n+]1[O-])oc1ccccc12 (stereo not given)
    .	.	?	-4%
[17] COc1nn(CC(=O)N2N=C(C)CC2(O)C(F)(F)F)cc1[N+](=O)[O-] (stereo not given)
    15	.	24	6%
[18] O=C(NCCN1CCCC1)C1CC(=O)N(C2CCCCC2)C1 (stereo not given)
    -5	23%	42	-1%
[19] CCOC(=O)Cn1c(=O)oc2cc(S(=O)(=O)NCCC(C)C)ccc21
    -3	-2%	?	4%
[20] CCOC(=O)C1CCN(C(=O)c2cc3cc4cc(OC)ccc4nc3o2)CC1
    6	1%	4	3%
[21] CC1(C)CC(=O)C2=C(C1)Oc1ncn3nc(-c4cccnc4)nc3c1C2c1ccccc1 (stereo not given)
    1	-2%	?	-3%
[22] Cc1ccc(NC(=O)Cn2cc(S(=O)(=O)c3ccc(C)cc3)c(=O)c3cc(F)ccc32)cc1
    .	.	21	-3%
[23] CCOc1cc(S(=O)(=O)N2CCC(c3nc4ccccc4s3)CC2)c(OCC)cc1S(=O)(=O)N1CCCCC1
    2	-4%	17	1%
[24] CCC(=O)N1N=C(c2ccc(NS(C)(=O)=O)cc2)CC1c1ccc(C)cc1 (stereo not given)
    0	0%	11	-3%
[25] CCC12CN3CCN(CC(C3)/C1=N\NC(=O)c1ccc(C(C)(C)C)cc1)C2
    .	.	21	0%
[26] Cc1nn(-c2ccc(Cl)c(Cl)c2Cl)c(=O)c2ccccc12
    5	2%	25	-5%
[27] COc1ccc(CC(=O)Nc2cc(C)ccn2)cc1
    8	6%	23	1%
[28] CC(C)Cn1c2c(c(=O)[nH]c1=O)C(C(F)(F)F)(C(F)(F)F)N=C(CCC1CCCCC1)N2
    .	.	?	0%
[29] O=C(NNC(=O)C1CCN(S(=O)(=O)c2ccc(Cl)cc2)CC1)c1ccc(S(=O)(=O)N2CCCCC2)cc1
    .	.	-1	-2%
[30] Cc1ccc(C2=NN(S(C)(=O)=O)C(c3ccc4c(c3)OCO4)C2)cc1 (stereo not given)
    .	.	-9	-4%

# Individual results from above:
# Reading of cpd 11 in ALOX12 inhib: 3%&15%
# Reading of cpd 28 in ALOX12 inhib: 0%

# The results go on.
# Each structure is followed by: IMPase cell inh	ALOX15B inhib	PNC assembly inh	ALOX12 inhib
[31] FC(F)(F)c1cnc(Oc2ccc(-c3nnco3)cc2)c(Cl)c1
    8	-7%	-30	-9%
[32] CC(OC(=O)C(NC(=O)c1ccco1)C(C)C)C(=O)Nc1ncc(Cl)cc1Cl (stereo not given)
    -3	-3%	-8	-3%
[33] CN(C)CCCOC(=O)c1ccc(Cl)cc1
    -9	12%	-12	6%
[34] C/C(N)=C(/C#N)C(=O)COC(=O)CSc1ccc2ccccc2c1
    -10	-5%	-4	0%
[35] Nc1cc(C(=O)OCC(=O)NCC2CCCO2)ccc1Cl (stereo not given)
    8	3%	34	0%
[36] Cc1cccc(N(C)C(=O)COc2cc(=O)n(C)c3ccccc23)c1
    3	6%	20	-5%
[37] CCC(C)C(NC)C(=O)O (stereo not given)
    .	3%	.	1%
[38] CCC(=O)c1ccc(OCc2ccc(C(=O)OC)cc2)c(OC)c1
    -1	-10%	5	6%
[39] CC(C)c1ccc(NC(=S)NN(c2ccccc2)c2ccccc2)cc1
    .	.	-85*	?
[40] COc1cccc(OC)c1C(=O)Nc1ccccc1C(=O)N1CCOCC1
    22	-1%	25	-2%
[41] CCCCn1nnnc1SCC(=O)Nc1ccc2c(c1)OCO2
    -9	1%	35	-9%
[42] CC(=O)Nc1ccc(C(=O)CCl)cc1
    .	-26%	.	-2%
[43] Clc1ccc(Cn2ncc3c(N4CCCCC4)ncnc32)c(Cl)c1
    2	20%	-12	-5%
[44] CCOc1ccc(-c2nnc3sc(COc4ccc(C)cc4)nn23)cc1
    11	10%	-25	0%
[45] O=C(Nc1cccc(C(=O)N2CCOCC2)c1)c1ccccc1
    7	2%	33	-4%
[46] COC(=O)C1=C(C(=O)OC)SC(=C2C(=S)C(C)(C)N(C(=O)C3CC3)c3ccccc32)S1
    3	-21%	-4	-15%
[47] ONC(=Nc1ccc(Cl)cc1)c1ccc(Cl)cc1
    -3	-4%	12	-3%
[48] O=C(Cn1nnc(-c2ccccc2)n1)Nc1ccccc1N1CCOCC1
    -5	2%	23	0%
[49] CC(C)c1nc2ccccc2c2nnc(SCC(=O)NCc3ccco3)n12
    -4	-1%	50	1%
[50] COC(=O)c1sccc1NC(=S)N1CCCCC1C (stereo not given)
    -3	-6%	-19	-2%
[51] Cc1ccc(CN(C(=O)c2c(F)cccc2F)C2CC(C)(C)NC(C)(C)C2)o1
    -2	11%	-13	4%
[52] Cc1cc(=O)oc(C)c1C(=O)NC1CC(C)(C)NC(C)(C)C1
    -11	.	?	0%
[53] Cc1ccc(S(=O)(=O)N2CCC(=O)N(CCOC(=O)Nc3ccc(F)cc3)CC2)cc1
    .	.	?	1%
[54] Cc1cc(Cl)c(S(=O)(=O)NCc2cccnc2)cc1OCC(=O)NC1CCCCC1
    -7	1%	-15	7%
[55] Cc1ncc(CC(=O)n2cc(C(=O)c3cc(Cl)ccc3O)cn2)s1
    4	-8%	?	-14%
[56] COc1cccc(-n2c(Cc3cc(=O)[nH]c(=O)[nH]3)nnc2SCC(=O)N2CCC(C)CC2)c1
    2	1%	?	0%
[57] Cc1c(C(=O)Nc2nccs2)sc2nc(-c3cccs3)cc(C(F)(F)F)c12
    5	3%	48	5%
[58] Cc1nn(-c2ccccc2)c(C)c1P(=O)(c1ccccc1)N(C)C (stereo not given)
    12	5%	13	1%
[59] COc1ccc2c(c1)OCC(Cc1ccc(OC)c(OC)c1)C2O (stereo not given)
    .	-1%&2%	.	-2%&3%
[60] CCOC(=O)C1CCN(C(=O)Cc2ccc(OC)c(OC)c2)CC1
    3	8%	29	1%

# Profiles from above. Order of values: IMPase cell inh, ALOX15B inhib, PNC assembly inh, ALOX12 inhib
# CCOc1ccc(-c2nnc3sc(COc4ccc(C)cc4)nn23)cc1 reads 11, 10%, -25, 0%
# CCC(=O)c1ccc(OCc2ccc(C(=O)OC)cc2)c(OC)c1 reads -1, -10%, 5, 6%
# COc1cccc(OC)c1C(=O)Nc1ccccc1C(=O)N1CCOCC1 reads 22, -1%, 25, -2%
# O=C(Nc1cccc(C(=O)N2CCOCC2)c1)c1ccccc1 reads 7, 2%, 33, -4%
# CC(C)c1nc2ccccc2c2nnc(SCC(=O)NCc3ccco3)n12 reads -4, -1%, 50, 1%

# Remaining list, next part:
# Each structure is followed by: IMPase cell inh	ALOX15B inhib	PNC assembly inh	ALOX12 inhib
[61] O=C(Cc1cccs1)Nc1ccc(-c2nnn(CC(=O)N3CCOCC3)n2)cc1
    -19	-22%	34	-4%
[62] CCOC(=O)COc1c(C=O)cc(Br)cc1OC
    6	.	36	5%
[63] CCc1cc(-c2n[nH]c(=S)n2N)n(C)n1
    -6	14%	27	-1%
[64] CSc1ccc(C(=S)N2CCN(C)CC2)cc1
    -1	6%	34	-2%
[65] COCCn1c(-c2ccc(Cl)cc2)cnc1SCC(=O)NCCc1ccc(OC)c(OC)c1
    10	.	-10	-3%
[66] COc1ccc(S(=O)(=O)NCc2ccccc2Cl)cc1OC
    9	-5%	?	-3%
[67] CC(C)C(=O)N1CCN(c2nc(-c3ccccc3)c3c(c2C#N)CCCC3)CC1
    8	2%	26	-4%
[68] CCOC(=O)c1ccc(NC(=O)CN2C(=O)C(C)SC(C)C2=O)cc1 (stereo not given)
    18	.	-20	-6%
[69] Cc1ccc(C(=O)NC(=S)NNC(=O)c2ccccc2[N+](=O)[O-])cc1
    -12	.	25	-21%
[70] CCOc1ccc(OCC(=O)OCn2c(SC)nnc(C)c2=O)cc1
    -7	.	?	1%
[71] O=C(/C=C\c1ccco1)Nc1ccc(N2CCN(C(=O)c3ccccc3)CC2)cc1
    .	.	44	2%
[72] COc1ccc(Cl)cc1Nc1cc(C)nc2nc(C)nn12
    .	.	26	2%
[73] O=C(COc1cccc2ccccc12)N/N=C/c1ccc(Sc2nc3ccccc3s2)o1
    2	-8%	-11	7%
[74] CN1/C(=C\C=Nc2ccc3ccccc3c2)C(C)(C)c2ccccc21
    19	?	118	-27%
[75] CCOc1cccc2cc(C(=O)N3CCN(C/C=C/c4ccccc4)CC3)c(=O)oc12
    7	.	67	5%
[76] COc1ccc(C2C=C(Nc3ccccc3)C(=O)N2c2ccccc2)cc1OC (stereo not given)
    .	.	-15	0%
[77] C[N+](C)(C)CCOC(N)=O
    -8[20.6 µM]	-2%	.	2%
[78] COC(=O)N1C2(C=CC1(C)C(=O)NCc1ccc(N(C)C)cc1)CCCCC2 (stereo not given)
    .	1%	.	5%
[79] Clc1ncnc2scc(-c3ccccc3)c12
    0	-7%	-8	2%
[80] CNC(=S)N/N=C(\C)c1ccc(-n2ccnc2)cc1
    -1	-1%	-15	-2%
[81] O=C(Cn1c(=O)oc2cc(S(=O)(=O)N3CCCC3)ccc21)NCc1ccc(F)cc1
    2	-14%	30	-1%
[82] O=C(CCN1C(=O)C2C3C=CC(C3)C2C1=O)N1CCN(c2ccccc2F)CC1 (stereo not given)
    14	2%	37	-5%
[83] CCN1C(c2ccccc2)=C(c2ccccc2)S/C1=C/C=C1\SC(=S)N(C)C1=O
    5	.	-7	-10%
[84] CCN(Cc1cc2cc(OC)ccc2[nH]c1=O)C(=O)Cc1ccc(OC)cc1
    ?	-1%	?	-5%
[85] CCOC(=O)c1nnn(-c2nonc2N)c1-c1ccc(C)cc1
    16	-1%	49	8%
[86] COc1cc(-c2noc(CCC(=O)Nc3cccnc3)n2)cc(OC)c1OC
    4	-5%	12	-1%
[87] O=C(C1CCCO1)N1CCN(C(=S)Nc2ccc(F)cc2)CC1 (stereo not given)
    .	.	?	0%

# Along the list, from the results shown.
# Entries 78 to 84 in ALOX12 inhib read 5%, 2%, -2%, -1%, -5%, -10%, -5%
# Entries 78 to 84 in PNC assembly inh read ., -8, -15, 30, 37, -7, ?
# Entries 78 to 84 in ALOX15B inhib read 1%, -7%, -1%, -14%, 2%, ., -1%
